# From PubChem
# Shiga inhibitor = A qHTS for Small Molecule Inhibitors of Shiga Toxin. Vero cells, Shiga toxin protein synthesis inhibition reporter. inhibition, % at 38.7 µM. 9.2% of 290,000 active; in the data active means inhibition mostly above about 28%, no sharp cut-off; inactive means mostly below about 43%; further: 0% is about no effect
# Pf growth 48h = Primary qHTS for delayed death inhibitors of the malarial parasite plastid, 48 hour incubation; P. falciparum luciferase growth in erythrocytes, 48 h; Potency, µM (series often up to 28.7 µM), without a hit: top-dose activity change, negative = inhibition, usual class: inhibitors; 5.9% of 310,000 active; further: potency means the concentration at half of the fitted maximal effect; on the % scale 0 is the no-effect control and ±100 the full control effect
#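 Compounds are pin-transferred into medium, infected erythrocytes (2% hematocrit, 0.1% parasitemia final) are added, and plates sit one parasite generation at 37 C in 5% CO2. Detection reagent is then added and luminescence measured.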
# TbPYK inhibitor = qHTS of Trypanosoma Brucei Inhibitors. pyruvate kinase (Trypanosoma brucei), Q57TT1. TbPYK enzyme, Kinase-Glo Plus ATP luminescence, 45 min. Potency, µM (top dose mostly 76.8 µM), for inactives: at the highest dose activity, negative = inhibition, usual class: inhibitors. 0.12% of 410,000 active. AID 624173, 2012; further: potency means the concentration at half of the fitted maximal effect; on the % scale 0 is the no-effect control and ±100 the full control effect; nearly all actives have a fitted effect of over 50% in size
#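 Screened from lowest to highest concentration, compounds were pinned into TbPYK/substrate mixtures, and ADP (130 uM final) was added. Plates sat at room temperature for 45 min prior to Kinase-Glo Plus detection by luminescence.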
# Pf growth 96h = Primary qHTS for delayed death inhibitors of the malarial parasite plastid, 96 hour incubation | Potency, µM (doses to about 28.7 µM), for the others: at the top dose activity change, negative = inhibition, usual class: inhibitors | P. falciparum luciferase reporter growth, 96 h | AID 504834, 2011 | 6.9% of 320,000 active; further: potency means the concentration at half of the fitted maximal effect; on the % scale 0 is the no-effect control and ±100 the full control effect
#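 96 h incubation, 37 C, 5% CO2, of luciferase-reporter P. falciparum-infected RBCs (2% hematocrit, 0.05% parasitemia final) with test compounds; endpoint luminescence.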
# AMA1-RON2 inh = qHTS for Inhibitors of AMA1-RON; Towards Development of Antimalarial Drug Lead: Primary Screen; Plasmodium falciparum AMA1 (3D7) - RON2 peptide interaction; AlphaScreen AMA1-biotinylated RON2 peptide binding; Potency, µM (titrated, usually from 58.2 µM), without a hit: at the highest dose activity change, negative = inhibition, usual class: inhibitors; 0.2% of 360,000 active; AID 720542, 2013;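 further: potency means the concentration at half of the fitted maximal effect; 0% = vehicle wells and -100% = peptide control; nearly all actives have a fitted effect of over 45% in size; some results filed as inactive show a strong effect at the top dose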
#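 AMA1 (3D7) with his tag at 25 nM final met compounds first, then biotinylated RON2 peptide at 25 nM; detection used donor plus acceptor beads, 10 µg/mL apiece, read by AlphaScreen after 30 min at room temperature.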
# CHX counter = Cycloheximide Counterscreen for Small Molecule Inhibitors of Shiga Toxin | cell reporter, cycloheximide protein synthesis inhibition counterscreen | max response, % | 12% of 300,000 active; in the data active means max response mostly above about 13%, no sharp cut-off; inactive means mostly below about 14%; further: read at 38.3 µM for the half of the compounds with a filed dose; 0% is about no effect
# LmPK inhibitor = qHTS Assay for Inhibitors of Leishmania Mexicana Pyruvate Kinase (LmPK). Potency, µM (series often up to 57.5 µM), inactives show top-dose activity change, negative = inhibition, most hits filed as inhibitors. 0.37% of 290,000 active. purified LmPK, Kinase-Glo ATP luminescence, 1 h; further: potency means the concentration at half of the fitted maximal effect; on the % scale 0 is the no-effect control and ±100 the full control effect
# Target sequence (Q27686 whole entry, looked up): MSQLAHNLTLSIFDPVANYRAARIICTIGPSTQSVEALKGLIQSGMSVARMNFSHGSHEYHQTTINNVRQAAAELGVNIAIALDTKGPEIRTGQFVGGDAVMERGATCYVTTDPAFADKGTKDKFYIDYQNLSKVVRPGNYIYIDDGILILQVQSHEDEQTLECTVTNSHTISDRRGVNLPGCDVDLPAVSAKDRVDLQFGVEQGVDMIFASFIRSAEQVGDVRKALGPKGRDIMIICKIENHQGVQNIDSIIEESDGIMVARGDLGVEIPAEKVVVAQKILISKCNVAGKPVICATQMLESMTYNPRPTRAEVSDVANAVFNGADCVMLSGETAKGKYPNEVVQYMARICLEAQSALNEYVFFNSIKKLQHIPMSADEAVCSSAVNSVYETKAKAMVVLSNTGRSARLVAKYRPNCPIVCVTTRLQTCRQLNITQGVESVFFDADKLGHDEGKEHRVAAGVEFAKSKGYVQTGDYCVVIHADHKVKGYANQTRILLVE
#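 Purified LmPK (0.1 nM) converted ADP (0.1 mM) to ATP with PEP (0.5 mM) in imidazole buffer pH 7.2 with KCl and MgCl2, 1 h at room temperature. ATP was read by Kinase-Glo luminescence; data normalized to uninhibited and no-enzyme controls.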
# Starred values were filed as active, the others as inactive; i = inactive; u = inconclusive; x = not tested or not shown; [ ] = dose if it differs, or a comment. Unless noted, the call rests on the fitted dose curve; in most records, active means well fitted curve in the direction sought with a large enough effect; inconclusive means small, poorly fitted or top-dose-only effect, or another doubt; inactive means no such curve, though single readings can be large; an effect the other way counts as inactive or inconclusive.
SMILES,Shiga inhibitor,Pf growth 48h,TbPYK inhibitor,Pf growth 96h,AMA1-RON2 inh,CHX counter,LmPK inhibitor
CC(=O)O[C@H]1CC[C@]2(C)[C@H]3CC=C4[C@@H]5[C@@H](C)[C@H](C)CC[C@]5(C(=O)O)CC[C@@]4(C)[C@]3(C)CC[C@H]2C1(C)C,-2.4,u,x,u,x,-2.8,2.6%
COc1ccc2c(c1)C=C([C@@H]1C[C@H]3CN(c4ccccc4)C(=O)[C@]34CCCN14)CO2,1.5,1.47µM*,1.7%,u,u,-1.2,-1.5%
C=CCNC(=O)/C(C#N)=C/c1cc(Br)ccc1OC,53.4,-5.0%,12.2%,20.1%,-4.9%,-1.8,-0.4%
Cc1cc(C)n(-c2nc3ccccc3c(=O)n2OCC#N)n1,115.1*,1.31µM*,-5.9%,0.37µM*,96.8%[activator],38.3*,-4.7%
CCN(CC)c1ccc(/C=N/N2CCN(c3ccccc3OC)CC2)cc1,24.6,13.2%,8.8%,38.8%[activator],-25.8%,2.9,-4.1%
O=C(CCC(=O)NC1CCCCC1)N/N=C/c1ccncc1,3.4,10.5%,-0.4%,-3.4%,-3.7%,-2.4,0.5%
CCOC(=O)C(CC)Sc1nc2c(c(=O)[nH]c(=O)n2C)n1CCc1ccccc1 (centres undefined),-19.1,10.4µM*,-11.0%,11.7µM*,-20.5%,-2.1,-0.6%
COc1cc(C2=NOC(C(=O)NCc3cccnc3)C2)cc(OC)c1OC (centres undefined),-6.1,5.8%,6.8%,-29.3%,3.7%,-1.4,1.7%
COc1ccccc1NC(=O)CCC(=O)N(Cc1ccc(OC)c(OC)c1)c1nccs1,-6.9,0.1%,-6.0%,15.8%,2.7%,5.6,3.3%
Cc1cccc(C)c1NC(=O)CSc1ccc([N+](=O)[O-])cn1,-10.2,9.6%,-1.3%,-13.6%,13.1%,-1.6,3.3%
O=C(CCSc1nnnn1-c1ccccc1)N1CCOCC1,36.2*,32.1%[activator],-2.6%,x,17.5%,15.4,-8.5%
O=[n+]1cc(-c2cc3ccccc3o2)n([O-])c2c1CCCC2,48.2,74.6%[activator],-1.2%,123.1%[activator],0.4%,14.9,-17.0%
CCN(CC)c1ccc(N=Cc2c(O)n(-c3ccc(Cl)cc3)c(=O)[nH]c2=O)cc1,-3.6,-12.4%,0.0%,u,0.7%,-2.4,-2.9%
Cc1ccc(NC(=O)/C(=C\c2ccco2)NC(=O)c2ccco2)cc1,-1.9,9.1%,-17.6%,u,-3.0%,0.6,-0.7%
NC12CC3CC(C1)CC(CC(=O)O)(C3)C2,-4.9,-0.5%,-3.8%,4.4%,14.0%,4.6,4.4%
O=C(NNC(=O)c1ccccc1O)c1ccc(-c2ccc([N+](=O)[O-])cc2)o1,x,2.7%,-1.3%,-7.9%,116.4%[activator],x,x
O=S(=O)(c1ccc(Cl)s1)N1CCN(CCc2ccccc2)CC1,-21.3,-5.5%,-3.7%,7.0%,-29.8%,-0.8,-5.1%
Cc1ccc(C2CC2C(=O)NNC(=S)Nc2ccc(Cl)cc2)cc1 (centres undefined),12.4,-10.6%,x,u,61.4%[activator],3.9,5.0%
CCCCNC(=S)N1CCC(Cc2ccccc2)CC1,23.9,-3.3%,-6.0%,u,11.6%,18.1,3.3%
CCCn1c(SCC(=O)c2ccc3c(c2)OCCO3)nnc1C(C)C,22.4,-12.8%,-31.7%,u,-7.2%,15.2*,0.9%
CN(C(=O)CCc1nc(-c2ccccc2F)no1)c1ccccc1,98.3*,u,3.2%,-30.5%,-8.6%,41.4*,4.3%
CC(=O)N1CCc2cc(S(=O)(=O)CCC(=O)Nc3cccc(F)c3)ccc21,32.3,u,2.8%,u,-13.3%,-4.3,-6.6%
CCOC(=O)CC(NC(=O)c1ccco1)c1ccccc1Cl (centres undefined),12.9,-16.2%,-1.4%,-0.3%,-8.4%,-0.5,0.2%
COc1cccc(N2C(=O)C3CCCN3C2=S)c1 (centres undefined),-5.5,9.1%[0.00184 µM],3.9%,u,u,-0.7,-2.2%
CCOC(=O)c1cnc(C(C)(C)C)[nH]c1=O,25.5,-0.8%,-0.5%,-14.4%,0.3%,-1.1,-1.3%

# More results
SMILES,Shiga inhibitor,Pf growth 48h,TbPYK inhibitor,Pf growth 96h,AMA1-RON2 inh,CHX counter,LmPK inhibitor
Cc1csc2ncnc(N3CCN(C(=S)Nc4ccc(C(F)(F)F)cc4)CC3)c12,6.1,46.0%[activator],-14.1%,34.9%[activator],-1.7%,-0.2,1.8%
CC1(C)CC(=O)C=C(N2CCNCC2)C1,29.3,16.0%,-2.9%,-14.8%,27.2%,-2.8,3.3%
COc1cc(NC(=S)N2CCCC(C)C2)cc(OC)c1OC (centres undefined),16.0,8.8%,-3.0%,10.4µM*,1.6%,-2.4,-1.5%
CCCCn1c(=O)c(C(=O)Nc2ncccc2C)c(O)c2ccccc21,x,13.6%,-12.5%,0.6%,38.4%[activator],-1.8,3.9%
Cc1c(C(N)=O)c(-c2ccccc2)nn1-c1ccccc1,13.8,11.4%,-8.0%,8.0%,5.6%,-1.0,0.4%
CCCCSCCCNC(=O)Nc1cccc(OC)c1,-3.1,x,-10.6%,x,-3.4%,6.6,-5.0%
c1ccc(-c2nnc(SCc3nc4ccccc4[nH]3)o2)cc1,36.1,-5.8%,-0.1%,24.2%,29.7%,10.9,5.1%
COC(=O)c1ccccc1NC(=O)CSc1nnc(-c2cccc(NC(C)=O)c2)n1C,-15.8,-15.7%,-24.8%,x,0.1%,-1.8,-5.4%
CCN1C(=O)CC(NC2CCN(C(=O)c3ccc(F)cc3)CC2)C1=O (centres undefined),-10.7,0.8%,4.5%,u,-8.9%,-1.3,-0.1%
CCNc1cc(Nc2c(C)n(C)n(-c3ccccc3)c2=O)c([N+](=O)[O-])c2nonc12,-1.8,16.4%,-2.4%,-20.0%,0.3%,-3.6,-7.5%
CCOC(=O)C1CCCN(C(=O)c2cnn3c(C(F)F)cc(-c4ccc(C)cc4)nc23)C1 (centres undefined),-13.3,4.65µM*,-5.3%,x,16.2%,-0.4,1.4%
CCc1cccc(C)c1NC(=O)COC(=O)C1CC(=O)N(CCc2ccc(OC)c(OC)c2)C1 (centres undefined),x,12.0%,4.5%,58.1%[activator],15.7%,x,x
COc1ccc2c3c(c(=O)oc2c1)C1O[C@](CCCCN2C(=O)c4ccccc4C2=O)(Cc2c1ccc1ccccc21)O3,i,44.1%[activator][5.75 µM],x,49.1%[activator][5.75 µM],x,-1.6,-7.8%[11.5 µM]
CC1=C(C(=O)Nc2ccccn2)C(c2ccc(Br)cc2)n2ncnc2N1 (centres undefined),23.9,37.8%[activator],-0.8%,-16.8%,1.5%,22.0,1.1%
Cc1nn(-c2ccccc2)c(C)c1-c1nnc(-c2c(C)nn(-c3ccccc3)c2C)o1,-3.9,11.7µM*,-1.9%,u,-3.2%,1.4,6.2%
Cc1ccc2nc(Cl)c(CN(Cc3cccs3)C(=O)C3CC3)cc2c1,13.6,u,11.3%,u,-5.3%,-1.8,10.6%
N#Cc1c2n(c3c(=O)[nH]cnc13)CCCC2,20.5,49.5%[activator],4.3%,13.7%,-15.6%,1.2,-1.7%
CCCNC(=O)C(Cc1cccc(Cl)c1)NC(=O)c1ccc(C#N)cc1 (centres undefined),x,u,0.8%,u,1.1%,x,x
O=C(O)c1ccc2nc(C(F)(F)F)[nH]c2c1,-17.7,-1.0%,x,u,-6.2%,-1.2,-9.5%
C/C=C/c1ccc(OCCn2nnc3ccccc32)c(OC)c1,25.5,33.2%[activator],-12.7%,-16.3%,-11.6%,35.2*,-2.9%
Cn1nnnc1SCC(=O)Nc1ccccc1-c1ccccc1,21.3,33.6%[activator],-7.5%,u,7.2%,12.5,-0.6%
Cc1c(Cl)cccc1NC(=O)CNc1cccc(C(F)(F)F)c1,5.1,22.5%,6.6%,23.7%,1.0%,-0.7,2.6%
CCOc1cc(C#N)c(NC(=O)c2ccnn2C)cc1OCC,-4.1,25.4%,-2.1%,-13.3%,4.9%,-3.1,-3.5%
CCOC(=O)C1=C(C)N=c2s/c(=C/c3cccc(OCC(=O)O)c3)c(=O)n2C1c1ccc(F)cc1 (centres undefined),-2.7,u,x,0.0%,x,8.8,0.4%
N#C/C(=C/c1ccc2c(c1)OCO2)C(=O)Nc1ccc(O)cc1,54.5,-0.1%,2.4%,u,-9.0%,49.5*,1.2%

# Next part
SMILES,Shiga inhibitor,Pf growth 48h,TbPYK inhibitor,Pf growth 96h,AMA1-RON2 inh,CHX counter,LmPK inhibitor
COc1ccc(S(=O)(=O)N2CCCC(C(=O)NCc3ccccn3)C2)cc1Cl (centres undefined),-2.8,-19.9%,-5.9%,96.1%[activator],5.3%,-2.0,-4.6%
CCc1cc2cc(OC)ccc2nc1SCC(=O)Nc1cc(OC)c(OC)cc1C(=O)O,-10.4,19.0%,-2.1%,u,-1.9%,-1.7,-0.6%
C/C(=N\NC(=O)C1CC1(C)c1ccccc1)c1ccco1 (centres undefined),-0.6,u,3.6%,75.3%[activator],3.7%,3.9,6.6%
CC(=O)Nc1ccc2nc(NC(=O)COc3ccccc3)sc2c1,25.0,10.1%,-1.3%,77.7%[activator],23.8%,15.0,3.3%
CCCCCCCNC(=O)CC(NS(=O)(=O)c1ccc(NC(C)=O)cc1)C(C)C (centres undefined),-4.1,0.0%,2.4%,u,19.0%,-2.1,4.5%
CC1CCN(CCC(=O)Nc2nccs2)CC1,3.0,-8.9%,10.2%,1.3%,16.3%,-0.1,-0.3%

# Some of these compounds in order of molar mass, smallest number first:
SMILES,Shiga inhibitor,Pf growth 48h,TbPYK inhibitor,Pf growth 96h,AMA1-RON2 inh,CHX counter,LmPK inhibitor
O=[n+]1cc(-c2cc3ccccc3o2)n([O-])c2c1CCCC2,48.2,74.6%[activator],-1.2%,123.1%[activator],0.4%,14.9,-17.0%
O=C(CCC(=O)NC1CCCCC1)N/N=C/c1ccncc1,3.4,10.5%,-0.4%,-3.4%,-3.7%,-2.4,0.5%
Cc1c(Cl)cccc1NC(=O)CNc1cccc(C(F)(F)F)c1,5.1,22.5%,6.6%,23.7%,1.0%,-0.7,2.6%
Cc1csc2ncnc(N3CCN(C(=S)Nc4ccc(C(F)(F)F)cc4)CC3)c12,6.1,46.0%[activator],-14.1%,34.9%[activator],-1.7%,-0.2,1.8%
COc1ccccc1NC(=O)CCC(=O)N(Cc1ccc(OC)c(OC)c1)c1nccs1,-6.9,0.1%,-6.0%,15.8%,2.7%,5.6,3.3%
CCc1cccc(C)c1NC(=O)COC(=O)C1CC(=O)N(CCc2ccc(OC)c(OC)c2)C1 (centres undefined),x,12.0%,4.5%,58.1%[activator],15.7%,x,x
CC(=O)O[C@H]1CC[C@]2(C)[C@H]3CC=C4[C@@H]5[C@@H](C)[C@H](C)CC[C@]5(C(=O)O)CC[C@@]4(C)[C@]3(C)CC[C@H]2C1(C)C,-2.4,u,x,u,x,-2.8,2.6%
COc1ccc2c3c(c(=O)oc2c1)C1O[C@](CCCCN2C(=O)c4ccccc4C2=O)(Cc2c1ccc1ccccc21)O3,i,44.1%[activator][5.75 µM],x,49.1%[activator][5.75 µM],x,-1.6,-7.8%[11.5 µM]
